TRHR ag – agonists of human TRH receptor; P34981; TRHR cells, calcium flux fluo-8, FDSS agonist mode; activation, % at 2 µM; actives 0.18% (n = 360,000); AID 493084; in the data active = activation above about 30%; also: 0% is about no effect
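Agonist-mode FDSS calcium read (Ex 480/Em 530, 1 s cycles) in 1536-well TRHR cells with fluo-8 dye, after 10-cycle baseline and 23 nL compound addition; TRH at EC20 (10 nM final) added afterwards for the enhancer phase.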
D2 agonist – activates the human D2 dopamine receptor | P14416 | HEK293 T-REx D2 cells, calcium flux agonist mode | activation, % at 2 µM | actives 0.53% (n = 340,000) | AID 485358;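 active = activation over 3 SD above normal in the single-dose calcium agonist read, cut at about 30% in these data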; also: 0% is about no effect
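Agonism is scored from calcium flux in a force-coupled, inducible HEK293 cell line expressing D2, read kinetically for 180 s after compound addition against dopamine controls.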
TrxR1 substrate – substrates of rat thioredoxin reductase 1. Potency, µM (series often up to 114 µM), inactives show top-dose activity change, negative = substrate turnover. actives 0.01% (n = 390,000). purified TrxR1 substrate turnover, NADPH consumption readout; also: potency is read from the fitted curve at half-maximal effect; % is scaled to controls: 0 for no effect and ±100 for the full control effect; nearly all actives have a fitted effect of over 50% in size
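Rat TrxR1, dispensed at 90 nM, was prereduced with 400 uM NADPH (final) for 5 min at ~22 deg C, then incubated with compound 15 min before 400 uM selenite. A first-read NADPH fluorescence drop versus no-compound background flagged substrates.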
TRHR PAM – allosteric enhancers of human TRH receptor | P34981 | TRHR cells, fluo-8 calcium fluorescence, EC20 TRH enhancement | enhancement, % at 2 µM | actives 0.66% (n = 360,000) | AID 493056; in the data active = enhancement above about 30%; also: 0% is about no effect
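Enhancer read-out: after compound pinning and an initial kinetic agonist-mode read, an EC20 of TRH (10 nM final) was injected and fluo-8 calcium signal (Ex 480/Em 530) followed at 1 s/cycle for 100 cycles in TRHR-expressing cells.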
D2 antag – antagonists of human D2 dopamine receptor. actives 2% (n = 340,000). P14416. inhibition, % at 10 µM. HEK293 TREx D2 cells, calcium flux, dopamine EC80; in the data active = inhibition above about 30%; also: 0% is about no effect
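Calcium flux kinetic readout in an inducible HEK293 TREx D2 line plated overnight at 30 C. After 180 s compound exposure, an EC80 dopamine challenge follows with another 180 s kinetic read to detect antagonism.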
rTrxR1 inhibitor – rat TrxR1 inhibition; O89049; recombinant rTrxR1, NADPH fluorescence consumption, selenite substrate; Potency, µM (series often up to 114 µM), without a hit: at the top dose activity change, negative = inhibition, most hits filed as inhibitors; actives 1% (n = 390,000); AID 588453; also: potency is read from the fitted curve at half-maximal effect; % is scaled to controls: 0 for no effect and ±100 for the full control effect; nearly all actives have a fitted effect of over 65% in size
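Rat TrxR1 (90 nM in the dispensed reagent) was pre-reduced with 400 uM NADPH for 5 min at room temperature, then incubated with compound for 15 min. After 400 uM selenite was added, NADPH fluorescence (Ex 340/Em 450 nm) was followed for 8 min.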
USP1 inh – inhibitors of human USP1/UAF1 deubiquitinase; O94782; recombinant USP1/UAF1, Ub-Rhodamine cleavage fluorescence; Potency, µM (titrated, usually from 57.1 µM), inactives show top-dose activity change, negative = inhibition, actives largely listed as inhibitors; actives 0.23% (n = 390,000); AID 743255; also: potency is read from the fitted curve at half-maximal effect; % is scaled to controls: 0 for no effect and ±100 for the full control effect; nearly all actives have a fitted effect of over 60% in size; inactives centre near -12
Target sequence (O94782 whole entry, looked up): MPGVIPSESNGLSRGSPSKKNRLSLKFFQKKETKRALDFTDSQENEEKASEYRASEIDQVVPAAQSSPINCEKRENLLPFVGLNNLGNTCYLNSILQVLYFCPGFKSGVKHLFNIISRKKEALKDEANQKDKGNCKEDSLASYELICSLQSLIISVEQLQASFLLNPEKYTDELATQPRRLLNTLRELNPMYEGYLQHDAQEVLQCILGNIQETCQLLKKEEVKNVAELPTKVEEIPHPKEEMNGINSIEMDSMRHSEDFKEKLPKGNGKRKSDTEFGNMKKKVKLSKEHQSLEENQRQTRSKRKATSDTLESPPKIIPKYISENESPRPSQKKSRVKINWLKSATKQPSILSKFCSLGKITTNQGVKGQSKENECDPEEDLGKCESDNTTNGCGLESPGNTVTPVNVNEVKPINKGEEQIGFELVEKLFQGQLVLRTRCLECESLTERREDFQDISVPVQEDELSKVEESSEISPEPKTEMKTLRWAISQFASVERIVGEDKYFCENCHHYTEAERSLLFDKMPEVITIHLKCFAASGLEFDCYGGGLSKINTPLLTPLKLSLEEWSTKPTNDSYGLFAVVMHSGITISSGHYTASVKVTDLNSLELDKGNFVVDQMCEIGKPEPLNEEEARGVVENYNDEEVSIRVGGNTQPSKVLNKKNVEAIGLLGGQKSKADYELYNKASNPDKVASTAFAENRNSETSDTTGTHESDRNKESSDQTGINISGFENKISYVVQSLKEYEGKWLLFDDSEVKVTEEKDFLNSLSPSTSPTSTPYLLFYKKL
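1 nM enzyme complex + cpd, 15 min RT; start with Ub-Rho 150nM final; kinetic fluorescence ex 480/em 540, 6 reads q60 s. Buffer 50mM HEPES pH 7.8, 0.5mM EDTA, 0.1 mg/ml BSA, 1mM TCEP, 0.01% Tween-20.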
IDH1 R132H inh – blocks human mutant IDH1 R132H enzyme. O75874. IDH1-R132H enzyme, NADPH consumption, diaphorase/resazurin fluorescence. Potency, µM (highest dose often 76.6 µM), without a hit: at the highest dose activity change, negative = inhibition, most hits filed as inhibitors. actives 0.093% (n = 390,000); also: potency is read from the fitted curve at half-maximal effect; % is scaled to controls: 0 for no effect and ±100 for the full control effect; nearly all actives have a fitted effect of over 65% in size
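IDH1-R132H (0.5 ug/mL dispensed) in pH 7.5 Tris buffer was preincubated 30 min with compound, then given a substrate mix of 0.016 mM NADPH and 2 mM alpha-KG for 80 min at room temperature; remaining NADPH was read by diaphorase/resazurin fluorescence.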
Pin1 inhibitor – human Pin1 inhibition. Pin1 FP peptide displacement, HiFluor488, 10 min. AID 504891. Potency, µM (titrated, usually from 115 µM), for the others: at the highest dose activity, negative = inhibition, actives largely listed as inhibitors. Q13526. actives 0.009% (n = 390,000); active = well fitted inhibition curve with a large enough effect in the polarisation, with a control signal flat, not every such curve was filed as active; inconclusive = small, poorly fitted or top-dose-only effect, or effect the other way, or a change in a side signal; inactive = no such curve, though single readings can be large or run the other way; the % refers to the polarisation; also: potency is read from the fitted curve at half-maximal effect; % is scaled to controls: 0 for no effect and ±100 for the full control effect
Target sequence (Q13526 whole entry, looked up): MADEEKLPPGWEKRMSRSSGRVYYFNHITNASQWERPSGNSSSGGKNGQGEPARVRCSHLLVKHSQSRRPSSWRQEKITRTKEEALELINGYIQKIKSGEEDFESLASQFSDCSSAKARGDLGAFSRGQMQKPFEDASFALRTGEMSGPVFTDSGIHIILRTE
An asterisk follows results filed as active; ? = inconclusive; . = not tested or not shown; [ ] = dose if it differs, or a comment. Unless noted, calls follow the shape of the dose curve; as a rule, active = well fitted inhibition curve with a large enough effect; inconclusive = small, poorly fitted or top-dose-only effect; inactive = no such curve, though single readings can be large or run the other way. These rows are one share of the data; rates above refer to the full screens.

SMILES | TRHR ag | D2 agonist | TrxR1 substrate | TRHR PAM | D2 antag | rTrxR1 inhibitor | USP1 inh | IDH1 R132H inh | Pin1 inhibitor
CCOCCc1nn2c(=O)cc(COC(=O)c3ccc(NC(=O)c4ccc(F)cc4)cc3)nc2s1 | -0.9 | -4.2 | 3%[57.1 µM] | 12 | . | 10%[57.1 µM] | 0% | 15% | 3%
COc1cccc(CNC(=O)C(=O)NCC(c2ccc3c(c2)OCO3)N2CCOCC2)c1 (stereo not given) | -0.5 | 0.9 | 1%[57.1 µM] | -2 | . | 11%[57.1 µM] | -16% | 19% | -5%
CCOc1ccc(NC(=O)COC(=O)c2cc([N+](=O)[O-])ccc2N2CCOCC2)cc1 | -1.3 | 0.3 | -9% | -3 | 6 | 6% | -22% | -1% | 2%
C/C(=N\NC(=O)c1cccc(S(=O)(=O)N2CCCC2)c1)c1ccc(C)cc1 | -0.4 | . | -8% | -1 | . | -9% | -4% | 0% | 2%
CCCN(CC(=O)Nc1ccc(C)cc1Br)CC(=O)Nc1ccc(F)c(F)c1F | 2.6 | . | -11% | -3 | . | -4% | -11% | 6% | 7%
O=C(NCC(=O)N1CC=C(c2ccccc2)CC1)c1ccc(OC(F)F)cc1 | . | . | -4% | . | . | 17% | -13% | -9% | 8%
Fc1ccc(-c2csc3[n+]2CCS3)cc1 | 0.2 | 0.5 | 1% | 8 | 7 | 6% | -12% | 18% | 0%
COc1cc(C(=O)Nc2nc(OC)c(-c3ccccc3)c(OC)n2)cc(OC)c1OC | -0.5 | -0.5 | -9% | -3 | 13 | ? | 3% | 0% | 1%
COc1ccc(N(C)C(=O)Cn2cnc3sc(C)c(S(=O)(=O)N4CCN(c5ncccn5)CC4)c3c2=O)cc1 | -1.0 | -0.1 | -2% | 1 | . | 3% | ? | 3% | 5%
CCOC(=O)c1c(C)n2c3c(cc(C)cc13)CCC2 | -1.3 | -0.6 | -2% | 0 | 6 | 5%[57.1 µM] | -25% | 6% | 1%
O=C(N/N=C/c1ccsc1)c1ccccn1 | 1.5 | 0.1 | -10% | -3 | 39* | -3% | -14% | -6% | 1%
Cc1cc(NC(=O)C2CCCC2)nc2c1c(=O)oc1ccccc12 | 0.3 | 0.4 | 9%[57.1 µM] | 5 | 9 | 21%[57.1 µM] | -11% | -1% | 4%
O=C(Nc1ccc(Cl)cc1)OCc1cn(-c2ccccc2)nn1 | 0.4 | 1.6 | 8%[57.1 µM] | -2 | -1 | 9%[57.1 µM] | -19% | 9% | -8%
Cc1onc(-c2ccccc2Cl)c1C(=O)Nc1cccc(S(=O)(=O)N2CCOCC2)c1 | . | . | -4% | . | . | 12% | -8% | -14% | 2%
Cc1ccc(NC(=O)COC(=O)CCc2ccccc2)c(Cl)c1 | -0.4 | 0.1 | -2% | 0 | 2 | 15% | -15% | 3% | -8%
COc1ccc(CN2CCN(C(=O)c3cc(OC)c(OC)c(OC)c3)CC2)cc1OC | -1.0 | 0.1 | -3% | -4 | -9 | 13% | -11% | 4% | -13%
COc1cn(-c2ccccc2)nc1C(=O)OCC(=O)Nc1ccc(C)c(C)c1 | 0.4 | -0.4 | 8% | 0 | -8 | 14% | -23% | 4% | 0%
CCC1(c2ccc(F)cc2)NC(=O)N(CC(=O)N2CC(=O)Nc3ccccc32)C1=O (stereo not given) | 0.0 | 0.7 | 1% | 9 | 4 | 12% | -16% | 2% | 0%
COC(=O)c1c(C)oc(C)c1S(=O)(=O)N1CCCC1 | -0.4 | 0.2 | -8% | 13 | 14 | -34% | -14% | -5% | 2%
CCOc1ccc(CN(C)C(C)C(=O)Nc2ccc([N+](=O)[O-])cc2Cl)cc1OC (stereo not given) | 0.9 | 1.3 | -6% | -3 | -6 | -7% | -8% | 1% | -1%
CCSC1=N/C(=C\c2ccc(OC)cc2)C(=O)N1 | 1.1 | 0.3 | -12% | 1 | 1 | -17% | -16% | 4% | -2%
CC(C)N(C(=O)CSc1nnnn1C1CCCC1)C(C)C | -0.1 | -1.1 | -1% | 2 | -4 | -3% | -21% | 2% | -2%
CCc1ccc(-c2nc(CS(=O)CC(=O)NCCCN3CCOCC3)c(C)o2)cc1 (stereo not given) | -0.1 | 1.1 | 10% | -7 | 26 | 20µM* | -28% | -2% | -6%
Cc1c(OCc2ccc(C(=O)O)o2)ccc2c3c(c(=O)oc12)CCC3 | 0.5 | 0.9 | 159%[activator] | 7 | 7 | -1% | -7% | -1% | -1%
c1ccc(CSc2cc3ccccc3[nH]2)cc1 | . | . | 6% | . | . | 25% | -18% | 10% | ?

A portion of the results above:
SMILES | TRHR ag | D2 agonist | TrxR1 substrate | TRHR PAM | D2 antag | rTrxR1 inhibitor | USP1 inh | IDH1 R132H inh | Pin1 inhibitor
Fc1ccc(-c2csc3[n+]2CCS3)cc1 | 0.2 | 0.5 | 1% | 8 | 7 | 6% | -12% | 18% | 0%
COc1cc(C(=O)Nc2nc(OC)c(-c3ccccc3)c(OC)n2)cc(OC)c1OC | -0.5 | -0.5 | -9% | -3 | 13 | ? | 3% | 0% | 1%
COc1ccc(N(C)C(=O)Cn2cnc3sc(C)c(S(=O)(=O)N4CCN(c5ncccn5)CC4)c3c2=O)cc1 | -1.0 | -0.1 | -2% | 1 | . | 3% | ? | 3% | 5%

The results go on.
SMILES | TRHR ag | D2 agonist | TrxR1 substrate | TRHR PAM | D2 antag | rTrxR1 inhibitor | USP1 inh | IDH1 R132H inh | Pin1 inhibitor
CC1(C)CC(=O)C2=C(C1)OC(c1cccs1)C(C#N)=C2N (stereo not given) | 0.4 | -1.0 | 2%[57.1 µM] | 17 | -9 | -1% | -10% | 0% | -1%
S=C(NCCc1ccccc1)NC1CC2CCC(C1)N2Cc1ccccc1 (stereo not given) | 4.3 | 0.2 | 4% | 6 | 63* | 5%[57.1 µM] | ? | 2% | -5%
Cc1[nH]c(=O)[nH]c(=O)c1NC(=O)c1sc2nc3c(C)cccc3cc2c1N | 2.2 | 2.3 | -7% | -2 | 0 | -12% | -5% | 9% | ?
CCC(=O)Nc1cccc(NC(C)=O)c1 | -0.1 | -0.8 | . | 1 | 7 | . | . | . | .
CCCN(C(=O)c1ccccc1N)c1c(C)n(C)n(-c2ccccc2)c1=O | 0.2 | 0.4 | -2% | -6 | -2 | 7% | 0% | 10% | -8%
Cn1c(=N)n(CC(=O)c2ccc(F)cc2)c2ccccc21 | 0.4 | 1.3 | 10%[57.1 µM] | 0 | -9 | 23%[57.1 µM] | -1% | 8% | 3%
CC(NC(=O)C1CSC2(C)CCC(=O)N12)c1ccccc1Cl (stereo not given) | 0.1 | 0.6 | 9%[57.1 µM] | 3 | -14 | -3% | -7% | 6% | -2%
COc1cc(C(=O)OCc2ccc(C)cc2)cc(NC(=O)c2cccs2)c1OC | 0.6 | 6.0 | 69% | 4 | 38* | 24%[57.1 µM] | -5% | 2% | -3%
C[C@H](NC(=O)c1nc[nH]c1C(=O)N[C@@H](Cc1ccccc1)C(=O)OC(C)(C)C)c1ccccc1 | 0.8 | 0.4 | -3% | 0 | 2 | 14% | ? | -3% | ?
O=C(NCCN1CCN(c2cccc(Cl)c2)CC1)Nc1ccccc1C(F)(F)F | -1.1 | 0.6 | -9% | -3 | . | -12% | 16% | -9% | ?
CCc1ccc(CNC(=O)c2cnc3sc(N4CCCCCC4)nn3c2=O)cc1 | -0.1 | 1.6 | 3%[57.1 µM] | -4 | . | 11%[57.1 µM] | 2% | -6% | 5%
Cc1cc(NS(=O)(=O)c2ccc(NC(=O)COc3ccccc3C(C)C)cc2)no1 | -0.3 | -0.8 | -3% | -2 | 20 | 10% | -1% | -8% | -1%
COc1cc(OC)c(NC(=O)[C@@H]2CCC(=O)N2C2OC(=O)c3c2ccc(OC)c3OC)cc1Cl (stereo not given in full) | 0.4 | 0.6 | 8% | -6 | 21 | 9% | -18% | -10% | -2%
CCCCN(C)C(=O)Cc1c(OC)ccc2cc(Br)ccc12 | -0.9 | -1.2 | -9% | -27 | -2 | -18% | -17% | 5% | 14%
CSc1ncccc1C(=O)OC(C)C(=O)Nc1cccc(S(=O)(=O)N2CCOCC2)c1 (stereo not given) | . | . | -7%[11.4 µM] | . | . | 11% | -19% | 6% | -1%
Cc1ccc(C)c(S(=O)(=O)N2CCN(C(=O)Cc3ccccc3)CC2)c1 | 0.0 | -1.4 | -5%[57.1 µM] | -1 | 3 | 10% | -19% | 2% | -1%
O=C1CC(/C=C/c2ccccn2)=Nc2ccccc2N1 | 0.6 | 0.6 | -18%[57.1 µM] | -1 | 15 | ? | -17% | 2% | ?
O=C(Cn1c(=O)oc2cc(Cl)ccc21)Nc1cccc(C(F)(F)F)c1 | 0.2 | 0.7 | 3%[57.1 µM] | -1 | . | 23%[57.1 µM] | -5% | 8% | 9%
O=C(COC(=O)CCc1c[nH]c(=O)[nH]1)Nc1ccccc1Cl | 0.4 | 0.4 | 6% | 4 | 8 | ? | -1% | 5% | ?
CC1CCN(C(=O)COc2ccccc2F)CC1 | -0.1 | 0.9 | -2% | 21 | -4 | 2% | -5% | 1% | -11%
O=C(COc1ccc(Cl)cc1Cl)Nc1nnc(C2=COCCO2)o1 | 0.1 | -0.9 | -4% | -8 | 4 | 10% | -21% | 9% | -1%
CCc1ccc(NC(=O)C(=O)NNC(=O)c2ccc(OC)cc2)cc1 | 1.0 | 0.6 | -4% | 2 | 43* | 8% | -10% | -5% | -10%
COC(=O)c1ccccc1CSc1nsc(C)c1C#N | 0.2 | 0.9 | 4% | 9 | 19 | 16% | -22% | 4% | 2%
Cc1cc(N2CCCCC2)n2ncc(-c3ccc(Cl)cc3)c2n1 | -0.5 | 1.0 | 135%[activator] | 3 | 12 | 100%[activator] | -18% | 11% | 1%
CCNC(=O)C1CCCN1S(=O)(=O)c1ccc(OC)cc1 (stereo not given) | 0.6 | 0.6 | -11% | 4 | -12 | -9% | 3% | 0% | 0%
